High-throughput results deposited in PubChem by The Scripps Research Institute Molecular Screening Center.
DDE Tn6 FP inh: disrupts Tn6 cyclic peptide binding to fibrin D-Dimer-E complex; P02675; Fibrin DD(E) TRITC-Tn6 fluorescence polarization displacement; AID 720509; hit rate 0.21% among 370,000; inhibition, % at 8.3 µM;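 active means inhibition above a per-campaign cutoff: mean of compounds within control limits plus 3 SD, cut at about 15% in these data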;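 further: 0% = median of all compound wells on the plate and 100% = blocking peptide control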
ARFGAP1 inh: rat ARFGAP1 inhibition | Q62848 | Arfgap1-stimulated ARF1 GTP hydrolysis, GDP FP detection | inhibition, % at 16.5 µM | hit rate 0.26% among 360,000;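 active means inhibition above a per-plate limit, mean inhibition of low control wells plus 3 SD, cut at about 25% in these data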;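 further: 0% = DMSO wells with enzyme and 100% = wells lacking Arfgap1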
Target sequence (Q62848 1-136 limits assumed): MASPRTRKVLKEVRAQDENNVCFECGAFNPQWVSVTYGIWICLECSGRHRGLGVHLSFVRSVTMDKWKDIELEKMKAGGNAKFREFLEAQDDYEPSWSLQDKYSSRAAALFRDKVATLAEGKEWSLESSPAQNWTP
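Material: rat Arfgap1 GAP domain (His6, aa 1-136), purified enzyme. Also added: human ARF1(Δ1-17)-GTP substrate. Compound dosing: 16.5 µM single point, 1.26% DMSO. Timing: enzyme reaction 120 min at 25 °C after 20 min preincubation. Signal: GDP detection by fluorescence polarization. Read-out basis: percent inhibition of GAP-stimulated GDP formation, scaled between DMSO and no-Arfgap1 medians.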
TDP2 absorb: TDP2 (human) inhibition, absorbance primary screen | O95551 | recombinant TDP2, T5PNP hydrolysis, p-nitrophenol absorbance 415 nm | inhibition, % at 12.8 µM | hit rate 0.34% among 370,000 | AID 720702;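 active means inhibition above the mean of all tested compounds plus 3 SD, set per campaign, cut at about 25% in these data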;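 further: 0% = DMSO with enzyme and 100% = buffer with substrate but no TDP2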
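Test system: human TDP2 enzyme; Input: 120 nM TDP2 per well; Buffer or medium: Mg2+-containing Tris-HCl buffer, pH 7.5; Reagent: 5 mM T5PNP; Dosing: 12.8 µM single point, 1% DMSO; Incubation: reaction 2 h, 37 °C; Detection: p-Nitrophenol epi absorbance; Read-out: % inhibition relative to enzyme-containing and enzyme-free wells; Replicates: single well per compound.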
ADAM17 inh: inhibits human ADAM17; P78536; recombinant ADAM17, EDANS/DABCYL FRET peptide cleavage; inhibition, % at 6.95 µM; hit rate 0.83% among 370,000; AID 720648;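 active means inhibition above the mean of compounds lying between control limits plus 3 SD, set per campaign, cut at about 8.5% in these data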;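 further: 0% = DMSO-only wells as the low control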
Target sequence (P78536 215-824 limits assumed): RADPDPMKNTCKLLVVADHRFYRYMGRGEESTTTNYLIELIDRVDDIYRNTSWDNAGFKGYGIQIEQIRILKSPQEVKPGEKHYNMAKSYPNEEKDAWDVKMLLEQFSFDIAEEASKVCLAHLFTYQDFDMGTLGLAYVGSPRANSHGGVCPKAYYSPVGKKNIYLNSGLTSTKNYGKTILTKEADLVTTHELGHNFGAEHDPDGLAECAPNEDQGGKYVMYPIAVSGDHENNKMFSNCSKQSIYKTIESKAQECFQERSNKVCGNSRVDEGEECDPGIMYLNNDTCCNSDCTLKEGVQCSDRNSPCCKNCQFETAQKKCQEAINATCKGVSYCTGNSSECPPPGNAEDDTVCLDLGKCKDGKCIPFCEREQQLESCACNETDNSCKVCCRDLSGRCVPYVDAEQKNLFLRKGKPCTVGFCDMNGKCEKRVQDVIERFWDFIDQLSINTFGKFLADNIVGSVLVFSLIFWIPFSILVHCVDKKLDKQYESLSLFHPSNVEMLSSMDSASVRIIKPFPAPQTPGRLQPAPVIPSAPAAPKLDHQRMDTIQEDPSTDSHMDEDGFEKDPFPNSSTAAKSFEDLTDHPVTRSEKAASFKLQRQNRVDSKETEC
LEDGF integ inh: blocks HIV-1 LEDGF/p75-dependent DNA integration | inhibition, % at 3.7 µM | hit rate 0.64% among 370,000 | TR-FRET IN-LEDGF/p75 DNA integration, Eu/Cy5;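 active means inhibition above the screen-wide mean plus 3 SD, cut at about 13% in these data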;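 further: signal is the Cy5 over europium emission ratio at 671 and 618 nm; 0% = plate median of compound wells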
ASAP1 GAP inh: blocks human ASAP1-stimulated Arf1 GTP hydrolysis | hit rate 0.19% among 360,000 | GDP FP detection | inhibition, % at 16.5 µM; in the data active means inhibition above about 25%;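 further: 0% = vehicle with enzyme and substrate and 100% = no enzyme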
ADAM10 inh: ADAM10 inhibition, QFRET primary screen; recombinant ADAM10, EDANS/DABCYL FRET peptide cleavage, 3 h; AID 720582; hit rate 0.62% among 370,000; inhibition, % at 7 µM;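 active means inhibition above a per-campaign cutoff equal to the mean of compounds falling between control-based bounds plus 3 SD, cut at about 20% in these data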;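 further: 0% = DMSO wells while the 100% control is not disclosed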
PLC-gamma1 inh: inhibitors of human phospholipase C gamma1; P19174; purified PLC-gamma1, fluorogenic substrate, fluorescence; inhibition, % at 12.2 µM; hit rate 0.84% among 370,000; AID 720700; in the data active means inhibition above about 9.5%
Tn7 DDE FP: disrupts Tn7 cyclic peptide binding to fibrin D-Dimer-E complex; FP displacement of FITC-Tn7 peptide from fibrin DD(E); 0% = median of compound wells per plate; P02675; hit rate 0.13% among 370,000; inhibition, % at 8.3 µM;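 active means inhibition above the mean of compounds falling within the control limits plus 3 SD of them, cut at about 14% in these data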;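 further: 0% = plate median of compound wells and 100% = 10 µM Aha-Tn7 peptide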
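Measure: % inhibition scaled between sample-field median and high-control FP; Test system: human fibrin DD(E); Quantity: 2 µM final DD(E) protein; Doses: one dose, 8.3 µM nominal; Schedule: compound with protein 10 min, then 3 h after probe, room temperature; Detection: fluorescence polarization; Medium: Tris buffer with calcium and detergent, pH 7.8.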
proKLK7 act: activates the human kallikrein-7 zymogen; P49862; purified proKLK7, EDANS-DABCYL substrate fluorescence; 100% is mature enzyme control, 0% vehicle; activation, % at 7 µM; hit rate 0.9% among 370,000; AID 652039;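 active means activation above the mean of all tested compounds plus 3 SD, computed per campaign excluding outliers beyond control limits, cut at about 13% in these data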
Target sequence (P49862 whole entry, looked up): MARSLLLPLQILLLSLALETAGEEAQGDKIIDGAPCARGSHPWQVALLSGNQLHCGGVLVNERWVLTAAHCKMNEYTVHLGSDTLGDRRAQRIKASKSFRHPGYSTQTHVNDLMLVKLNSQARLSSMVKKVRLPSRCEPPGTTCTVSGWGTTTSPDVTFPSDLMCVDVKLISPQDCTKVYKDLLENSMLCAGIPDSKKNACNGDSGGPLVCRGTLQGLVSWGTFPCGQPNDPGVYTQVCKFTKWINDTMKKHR
* hit, by the source's call; x = no result given. Outcome played no part in choosing rows. About 4.2% of those tested had a hit in this group.

SMILES	DDE Tn6 FP inh	ARFGAP1 inh	TDP2 absorb	ADAM17 inh	LEDGF integ inh	ASAP1 GAP inh	ADAM10 inh	PLC-gamma1 inh	Tn7 DDE FP	proKLK7 act
Cc1nn(CC(=O)NCc2ccc(C(=O)O)cc2)c(C)c1[N+](=O)[O-]	2.0	-5.3	5.6	-0.9	-0.4	-1.5	-5.4	1.0	-9.0	-0.3
CC(C)[C@H](NC(=O)C1CC1)C(=O)N1CCC[C@H]1C(=O)NCCc1ccccc1Cl	5.0	-1.5	-1.2	1.2	-0.6	24.3	-4.2	3.4	5.7	-0.1
O=C1CC(N2CCC(c3nc4ccccc4o3)CC2)C(=O)N1 (stereo not drawn)	8.7	6.1	10.7	-3.6	-4.7	0.3	-3.8	-0.4	2.7	0.0
N#Cc1c(-c2ccccc2)nc(SCC(=O)Nc2ccccc2F)[nH]c1=O	4.0	-1.2	0.6	-1.7	-6.3	4.7	-5.8	-9.4	6.3	0.2
NC(=O)C1CCN(C2OC(=O)c3ccccc32)CC1 (stereo not drawn)	1.5	-1.0	4.8	0.7	1.8	-1.7	5.3	0.9	-6.4	-0.3
C=CCSc1nnc(CC(OC)OC)n1-c1ccccc1	-1.8	16.1	0.9	-2.9	-1.3	4.3	-7.4	-4.8	6.4	0.5
Cc1c(C(C)C)c(=O)n(-c2ccc(S(=O)(=O)NC3CCCCC3)cc2)n1C	5.3	0.9	-6.4	-1.3	-1.4	12.3	-6.7	2.8	0.8	0.7
O=C(/C=C/Nc1ccccc1F)c1ccc(Br)cc1	-0.7	2.3	-10.0	4.0	2.4	5.3	7.4	-7.2	-2.7	0.5
CCc1cccc(NC(=O)c2ccc(Cn3c(=O)[nH]c4ccsc4c3=O)cc2)c1	-6.1	-4.9	2.9	-2.5	-1.0	8.1	-10.2	-1.0	-3.5	0.1
COc1ccc2nc(NC(=O)c3ccccc3O)sc2c1	-0.7	-12.0	15.0	-29.4	0.6	0.7	-73.5	-64.8	0.6	1.2
Cc1nnsc1C(=O)NCc1c(F)cccc1Cl	2.6	-3.8	0.2	-3.7	-5.8	-3.4	-0.5	-2.3	-4.8	-0.2
CCC(C)NC(=O)c1ccc(CS(=O)(=O)c2ccc(OC)cc2)o1 (stereo not drawn)	-5.4	2.4	6.5	-0.8	-1.1	-10.8	-11.3	-0.5	-1.7	0.7
C[C@@H]1CN([C@@H](C)CO)C(=O)CCCn2cc(nn2)CO[C@H]1CN(C)S(=O)(=O)c1ccc2ccccc2c1	-2.2	13.3	-6.5	-3.0	-1.0	12.2	-14.6	-0.4	-1.7	0.6
CCN(CC)C(=O)c1ccc(C(=O)Nc2ccc(F)cc2)cc1	-6.9	2.8	-4.7	-4.5	4.1	3.1	-16.7	9.2	4.3	0.4
NC(=O)CSc1ncnc2c1cnn2Cc1ccccc1	8.9	-5.0	2.5	-2.2	-0.1	-3.9	-0.6	1.0	0.7	-0.1
Cc1ccc(CNC(=O)c2ccc(Cl)c(S(N)(=O)=O)c2)n1C	1.7	-3.2	-2.1	-0.9	-1.6	-21.9	-8.9	-14.6	3.0	-0.2
CCOC(=O)C1CCN(Cc2cn(C)nc2-c2ccc(Oc3ccccc3)cc2)CC1	-0.5	-3.8	-10.2	-1.4	-3.0	3.2	10.1	0.3	-3.6	0.0
CN1OC[C@@H]2CN(C(=O)CCc3ccccc3)[C@H](c3ccc(N4CCCCC4)cc3)C[C@@H]21	-9.6	-9.8	11.2	-3.8	-2.1	-0.4	1.2	1.5	-4.2	0.7
Cc1nc2nc3c(c(=O)n2[nH]1)CCCC3	2.2	0.4	-9.7	3.1	-0.5	16.5	4.6	4.7	-5.5	0.2
Cc1ccc(NC(=O)COC(=O)C2(CC(=O)NC(C)C)CCCC2)cc1C	-6.3	8.8	-2.5	0.8	0.1	-2.4	-9.3	-2.0	5.2	-0.1
Cc1ccc(NC(=O)CSc2nn3c(=O)c(C)nnc3s2)cc1Cl	1.5	1.9	-7.1	7.1	-4.4	5.8	-7.8	4.0	-1.7	-0.2
Cc1cc(C)cc(NC(=O)c2cc(S(=O)(=O)NCc3ccco3)ccc2F)c1	3.0	-1.1	-5.5	2.1	4.0	7.9	4.3	4.4	0.6	-0.3
COc1ccccc1NC(=O)CSc1nnc(Cn2c(=O)sc3ccccc32)n1C	-2.8	0.8	11.8	-3.0	-2.4	-2.9	-13.3	-1.8	-1.0	0.2
Cc1cc(OCC(=O)Nc2ccccc2N2CCOCC2)c(C(C)C)cc1Cl	1.2	2.6	3.9	-3.1	-1.7	-15.8	2.4	3.8	6.3	0.4
C/C(=N\NC(=O)COc1ccccc1[N+](=O)[O-])c1cccs1	-5.8	4.1	14.7	-2.8	0.2	1.2	2.2	0.2	-5.8	-0.4
COCCNc1nnc(SCC(=O)c2c[nH]c3ccccc23)s1	-11.5	8.6	-13.2	5.5	-2.8	11.6	4.9	1.6	-6.8	-0.3
Cc1cc(OCC(=O)Nc2ccc(CN3CCOCC3)cc2)c2c(C)cc(=O)oc2c1	4.0	7.4	14.8	-89.8	-1.1	7.9	-294.1	-132.7	3.4	5.2
COCc1c(C(=O)N2CCN(c3ccccc3C)CC2)oc2ccccc12	5.5	2.3	7.5	0.4	-1.7	-8.0	-3.2	-3.2	3.1	1.3
CCc1ccc(NC(=O)c2cnn(-c3ccccc3)c2C)cc1	-4.4	3.5	6.3	-0.1	-3.2	5.8	8.9	-0.4	1.2	0.2
C[C@H]1[C@@H](OC(=O)NCc2ccc(Cl)cc2)CC[C@@]23CCCN2C(=O)CCC[C@@H]13	-3.0	x	-1.4	-7.0	2.5	x	-7.2	1.0	-2.4	x
COC(=O)C1=C(C)N(Cc2ccc(C(F)(F)F)cc2)C(=NCC2CC2)NC1c1cccc(Cl)c1 (stereo not drawn)	-5.6	-6.8	-3.9	-0.7	3.1	-8.9	0.1	2.8	-0.8	0.1
O=C(COC(=O)c1cc(-c2cccc(Br)c2)nc2ccccc12)NCC1CCCO1 (stereo not drawn)	-0.4	11.0	-4.3	0.9	-0.8	16.7	-4.6	-0.9	-11.4	-1.5
CCOc1ccc(NC(=O)CNC(=O)c2nn(-c3ccc(OC)cc3)c(=O)c3ccccc23)cc1	-14.9	17.6	-10.1	-4.8	-1.0	1.1	2.4	-5.4	3.8	-21.7
O=C(Nc1ccc(F)cc1)N[C@@H]1CC[C@@H](CCn2cc(-c3ccc(F)cc3)nn2)O[C@@H]1CO	6.6	6.7	-2.0	2.4	0.8	-2.9	-1.5	0.9	-7.2	0.0
CC1CCN(CCc2nc3cc(NC(=O)NC4CCCCC4)ccc3n2C)CC1	-2.9	-5.8	-4.7	-137.8	-3.9	3.5	-379.6	-1.0	0.1	3.9
O=C(CCc1ccc(O)cc1)NN=Cc1cc(Br)ccc1O	2.9	12.4	3.8	-24.3	-8.2	-2.6	-86.8	-100.3	4.2	-84.8

2 of these compounds, reformatted:
compound,DDE Tn6 FP inh,ARFGAP1 inh,TDP2 absorb,ADAM17 inh,LEDGF integ inh,ASAP1 GAP inh,ADAM10 inh,PLC-gamma1 inh,Tn7 DDE FP,proKLK7 act
O=C(CCc1ccc(O)cc1)NN=Cc1cc(Br)ccc1O,2.9,12.4,3.8,-24.3,-8.2,-2.6,-86.8,-100.3,4.2,-84.8
COc1ccccc1NC(=O)CSc1nnc(Cn2c(=O)sc3ccccc32)n1C,-2.8,0.8,11.8,-3.0,-2.4,-2.9,-13.3,-1.8,-1.0,0.2

Next compounds.
SMILES	DDE Tn6 FP inh	ARFGAP1 inh	TDP2 absorb	ADAM17 inh	LEDGF integ inh	ASAP1 GAP inh	ADAM10 inh	PLC-gamma1 inh	Tn7 DDE FP	proKLK7 act
Cc1cc(=O)[nH]c2c1c(C)nn2C1CCOC(C)(C)C1 (stereo not drawn)	-6.3	-6.7	3.6	-1.4	-1.3	7.8	3.4	-0.1	0.7	-0.5
Cc1nc(CS(=O)(=O)c2ccc(Cl)cc2)cc(N2CCOCC2)n1	13.3	6.1	5.3	0.3	-1.6	5.2	-1.6	-1.0	-0.6	0.1
Cc1c(/C=N/NC(=O)c2cccnc2)c2ccccc2n1Cc1ccccc1	-7.2	13.9	-2.1	-5.6	-5.3	6.9	-2.8	-4.3	3.9	0.2
COc1cccc(N2CCN(C(=O)CC(NC(=O)c3ccccc3)c3ccccc3)CC2)c1 (stereo not drawn)	2.0	-7.3	-1.9	-2.2	-0.2	-11.9	-5.7	-2.3	3.0	0.2
O=C1CCC[C@@H]2Cc3nc4ccc(Cl)cc4cc3[C@@H]3CCN1[C@H]23	0.9	5.3	3.1	-7.2	1.1	-7.1	-3.1	-5.5	0.0	0.0
COc1ccc(CN2C(=O)C(CC(=O)NCc3cccc4ccccc34)CC(C(=O)N(C(C)C)C(C)C)=C2C)cc1 (stereo not drawn)	2.2	19.2	-6.0	4.0	1.4	-9.1	6.0	1.9	-9.2	-0.4
O=C(CN1CCC(n2nnc3cc(F)ccc32)CC1)N1CCc2ccccc2C1	-9.8	5.7	-3.0	-1.7	0.6	7.7	0.9	-0.6	4.1	-0.3
CCn1c2ccccc2c2cc(NC(=O)COC(=O)c3cc(S(N)(=O)=O)c(Cl)cc3Cl)ccc21	-11.5	1.6	1.2	-3.9	5.4	9.8	-3.5	-3.2	1.9	-0.3
Cc1cccc(C)c1Nc1nnc(SCc2cc([N+](=O)[O-])cc3c2OCOC3)s1	2.1	8.3	-2.2	7.4	-0.5	11.3	7.5	2.9	4.5	-0.6
CCCN(C(=O)Cc1nc(N)n[nH]1)C1(C(=O)Nc2ccccc2C)CCCCC1	-1.6	-5.1	-13.8	-6.4	-2.7	-7.6	-11.3	-0.7	3.9	0.0
COC(=O)[C@]12C[C@H](CC(=O)NCCc3ccccc3OC)C(=O)N(Cc3ccco3)C1=C[C@H](C1CCCC1)O[C@@H]2C	10.0	x	-4.5	2.1	1.0	x	5.6	0.9	1.8	0.4
Cc1ccccc1OCC(=O)NCCCNC(=O)c1cccnc1	7.3	2.3	-10.0	0.0	-0.4	10.7	7.2	-0.3	-9.8	-0.1
Cc1ccc(C)c(SCC(=O)N(C)C2CCS(=O)(=O)C2)c1 (stereo not drawn)	5.9	-11.8	3.2	1.4	-0.7	-1.0	-0.7	-0.6	-1.6	0.0
O=C(NC1CCCCC1)C(c1ccccc1)n1c(=O)c(-c2cc3ccccc3[nH]2)nc2ccccc21 (stereo not drawn)	0.0	7.2	0.7	-18.5	-1.5	8.2	-73.3	-137.7	-2.1	-1.3
Cc1ccc(S(=O)(=O)NC(CC(=O)NC2CCCC2)c2ccco2)cc1 (stereo not drawn)	-1.6	-4.0	-10.1	1.5	-3.4	-5.4	10.5	1.2	-2.2	0.2
